High-throughput results as filed in PubChem BioAssay.
GAA spleen mod = lysosomal alpha-glucosidase (human) modulation; P10253; 0.006% of 240,000 active; Potency, µM (doses to about 79.9 µM), without a hit: top-dose activity change, negative = inhibition, actives largely listed as inhibitors; human spleen homogenate, 4-MU-alpha-glucoside fluorescence;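 further: 0% = enzyme with vehicle and -100% = no enzyme basal signal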
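AC50 values come from Hill-equation fits of concentration-response data, normalized to no-enzyme and full-activity controls. Enzyme source: 1 ug human spleen homogenate; 1 mM fluorogenic 4-MU glucoside, pH 5.0 citrate buffer, 37 C, 40 min.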
GAA glycogen = alters human alpha-glucosidase cleavage of glycogen; P10253; recombinant GAA, glycogen substrate, Amplex Red glucose oxidase fluorescence; Potency, µM (series often up to 76.4 µM), for the others: at the top dose activity change, negative = inhibition, most hits filed as inhibitors; 0.38% of 300,000 active;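 further: 0% = full enzyme reaction and -100% = no-enzyme basal signal; the screen sought inhibitors and activators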
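Recombinant human alpha-glucosidase (4 nM final) hydrolysed bovine liver glycogen (30 ug) for 40 min at 37 C in pH 5.0 citrate/phosphate with 0.01% Tween-20. Released glucose detected by glucose oxidase/Amplex Red, Ex 573/Em 610 nm. Compounds up to 77 uM; AC50 from Hill fits.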
HTT cytoprotect = Huntington cell model cytoprotection by ATP luminescence. Potency, µM (titrated, usually from 56.4 µM), for inactives: cytoprotection (ATP increase), most hits filed as activators. PC12 HTT-Q103 induced, cytoprotection, ATP luminescence, 40 h. 0.14% of 230,000 active;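 further: % of control where 0% means no effect; nearly all actives have a fitted effect of over 45% in size; toxic huntingtin expression switched on by the ecdysone agonist tebufenozide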
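Huntington model: PC12 line, ecdysone-inducible HTTQ103 exon1–GFP, tebufenozide 100 nM. Test articles in a dose series. Endpoint luminescence from cellular ATP.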
GAA inh = alpha-glucosidase (human) inhibition; AID 1466; Potency, µM (titrated, usually from 76.9 µM), without a hit: at the highest dose activity change, negative = inhibition, actives largely listed as inhibitors; purified human GAA, 4-MU-alpha-glucoside fluorescence; 0.005% of 200,000 active;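 further: plate controls were uninhibited enzyme wells for no effect and no-enzyme background for full effect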
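qHTS format, compound range up to 77 uM. Human lysosomal enzyme at 4 nM, 400 uM 4-MU glucoside substrate, pH 5.0, 20 min room temperature; fluorescence after alkaline stop gives activity normalized to controls.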
HttQ103 aggreg = mutant huntingtin aggregation inhibition. 1.1% of 220,000 active. Potency, µM (highest dose often 46.1 µM), for inactives: at the top dose activity change, negative = inhibition, usual class: inhibitors. PC12 HttQ103-GFP aggregates, Acumen cytometry, 40 h; further: on the % scale 0 is the no-effect control and ±100 the full control effect; nearly all actives have a fitted effect of over 60% in size
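PC12/HTTQ103-GFP, ecdysone-inducible; teb 100 nM; cpd qHTS titration; GFP aggregates read on laser cytometer, Ex 488/Em 500-530 nm.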
IMPase Li cell = IMPase inhibition in cells with lithium potentiation; AID 1457; Potency, µM (highest dose often 59.4 µM), without a hit: at the highest dose activity, negative = IMPase inhibition, hits mostly inhibitors; CHO-M1 cells, IP1 TR-FRET (IP-One), carbachol + lithium; 0.35% of 210,000 active;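 further: IP1 builds up when IMPase is blocked and the TR-FRET signal falls; plate controls were basal vehicle for no effect and high inhibitor control for full effect; nearly all actives have a fitted effect of over 50% in size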
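Concentration–response in CHO-M1 cells, lithium-potentiated; 30 min at 37C. IP1 detected by competitive TR-FRET after 10 min lysis at RT. Hill-fitted AC50.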
GoLoco inh red = RGS12 GoLoco-Gai1 interaction inhibition; P63096; Gai1:RGS12 GoLoco peptide FP, rhodamine, 10 min; Potency, µM (series often up to 61.6 µM), inactives show at the top dose activity, negative = inhibition, actives largely listed as inhibitors; 0.44% of 230,000 active; active means well fitted inhibition curve with a large enough effect, not every such curve was filed as active; inactive means no such curve, though single readings can be large or run the other way; further: on the % scale 0 is the no-effect control and ±100 the full control effect; nearly all actives have a fitted effect of over 30% in size; many of its hits are not listed in these tables
Target sequence (P63096 whole entry, looked up): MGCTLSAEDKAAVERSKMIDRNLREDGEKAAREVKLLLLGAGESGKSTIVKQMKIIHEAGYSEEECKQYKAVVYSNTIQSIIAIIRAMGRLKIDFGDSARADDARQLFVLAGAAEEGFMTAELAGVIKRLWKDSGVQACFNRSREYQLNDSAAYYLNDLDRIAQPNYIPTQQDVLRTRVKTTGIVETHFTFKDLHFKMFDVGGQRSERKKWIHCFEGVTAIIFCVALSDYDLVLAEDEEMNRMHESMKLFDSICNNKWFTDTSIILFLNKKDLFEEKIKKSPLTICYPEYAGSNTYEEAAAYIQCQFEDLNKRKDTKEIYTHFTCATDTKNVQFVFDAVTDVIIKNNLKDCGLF
* hit, by the source's call; u = inconclusive; x = no result given; [ ] = dose if it differs, or a comment. Unless noted, the call rests on the fitted dose curve; in most records, active means well fitted curve in the direction sought with a large enough effect; inconclusive means small, poorly fitted or top-dose-only effect, or another doubt; inactive means no such curve, though single readings can be large; an effect the other way counts as inactive or inconclusive. Potency means the concentration at half of the fitted maximal effect. Only part of the results is shown. The share of hits here may be higher or lower than overall.

1: CN1CCN(S(=O)(=O)c2ccc(NC(=S)NC(=O)C3CC3)cc2)CC1
2: Cc1nn(Cc2ccc(Cl)cc2)c(C)c1NC(=O)CSc1nc2c(c(C(F)(F)F)n1)CCc1ccccc1-2
3: COc1cc(/C=C2\SC(=Nc3ccc(O)cc3)NC2=O)cc(OC)c1OC
4: Cc1cccc(-n2c(N)cc(=O)nc2SCC(=O)NC2CCCCC2)c1
5: CC(C)(C)c1ccc(-c2nnc(SCC(=O)NC3CCS(=O)(=O)C3)n2N)cc1 (stereo not drawn)

screen / no.	1	2	3	4	5
GAA spleen mod	5%	2%	-4%	-24%	8%
GAA glycogen	8%	-2%	-2%	5%	-9%
HTT cytoprotect	x	-27%	-38%[10 µM]	-4%	-32%[inhibitor]
GAA inh	11%	3%	x	-3%	-4%
HttQ103 aggreg	11%	-2%	-16%[9.22 µM]	4%	-9%
IMPase Li cell	0%	10%[38.3 µM]	x	3%[38.3 µM]	-1%
GoLoco inh red	6%	14%	10%	5%	3%

6: O=S(=O)(NCCSc1nc2ccccc2o1)c1ccccc1
7: C/C(=N\NC(=O)c1n[nH]c2c1CCC2)c1ccco1
8: Cc1ccc(-c2nc(CSCC(=O)NCCN3CCN(Cc4ccccc4)CC3)c(C)o2)cc1
9: CCn1cc(/C=N/NS(=O)(=O)c2ccc(OC)cc2)c(C)n1
10: Nc1nc(N2CCN(Cc3ccccc3)CC2)n[nH]1

screen / no.	6	7	8	9	10
GAA spleen mod	-6%	5%	-9%	-2%	-4%
GAA glycogen	-2%	1%	-9%	-1%	5.6µM*
HTT cytoprotect	-9%	-38%[10 µM]	-23%	7%	-20%
GAA inh	-10%	x	1%	-4%	7%
HttQ103 aggreg	-3%	3%[9.22 µM]	u	-21%	-4%[9.22 µM]
IMPase Li cell	7%[38.3 µM]	x	5%[38.3 µM]	23%[38.3 µM]	-4%
GoLoco inh red	2%	10%	4%	7%	9%

11: CCCCN(C)C(=S)Nc1ccc2nc(N3CCN(CC)CC3)cc(C)c2c1
12: CC(C)/C(=N/[N+](C)(C)C)c1ccccc1
13: CCCCn1nnc(NC(=O)C(c2ccccc2)c2ccccc2)n1
14: CCN1CCN(C(=O)NC(C(=O)NC2C(=O)N3C2SC(C)(C)C3C(=O)O)c2ccccc2)C(=O)C1=O (stereo not drawn)
15: CCSC(N)=Nc1ccc(C(F)(F)F)cc1

screen / no.	11	12	13	14	15
GAA spleen mod	5%	x	-8%	-1%	18%
GAA glycogen	u	x	9%	x	x
HTT cytoprotect	3%	3%[10 µM]	x	-15%	0%[1.9 µM]
GAA inh	8%	x	2%	x	x
HttQ103 aggreg	12%	x	x	x	x
IMPase Li cell	6%	8%	2%	-3%	12%
GoLoco inh red	-2%	2.8µM*	8%	5%	6%

16: C/C(=C\C=C\c1ccccc1)C(=O)c1c(C)cc(C)[nH]c1=O
17: O=C(CSc1nnc(Nc2ccccc2F)s1)NCc1ccco1
18: O=C(CN(C(=O)Cn1nnc(-c2ccc(F)cc2)n1)c1ccc(F)c(Cl)c1)NCC1CCCO1 (stereo not drawn)
19: O=S1(=O)CCC(NC(=S)N2CCCCC2)C1 (stereo not drawn)
20: O=C(NCc1ccccn1)c1cc2ccccc2oc1=O

screen / no.	16	17	18	19	20
GAA spleen mod	-9%	-9%	0%	4%	-1%
GAA glycogen	5%	9%	2%	-10%	5%
HTT cytoprotect	6%	-13%[10 µM]	-12%[10 µM]	24%[0.074 µM]	-15%
GAA inh	u	1%	11%	-4%	-1%
HttQ103 aggreg	-18%	13%	-10%[9.22 µM]	0%	-2%[9.22 µM]
IMPase Li cell	0%	-1%[38.3 µM]	29%	0%	-20%[38.3 µM]
GoLoco inh red	2%	6%	21%	14%	2%

21: Cc1cc(F)c(F)c(C(=O)N2C(C)CCCC2C)c1Cl (stereo not drawn)
22: CC(C)CN(Cc1c(O)ccc2ccccc12)CC(C)C
23: Cc1cccc(NC(=O)C(=O)NCC2CCCO2)c1 (stereo not drawn)
24: O=C(NCCN1CCCCC1)c1ccc2c(c1)OCCO2
25: O=C(CSc1ncnc2c1cnn2CCO)Nc1cccc(C(F)(F)F)c1

screen / no.	21	22	23	24	25
GAA spleen mod	0%	11%	8%	-2%	-1%
GAA glycogen	-1%	-13%	-6%	2%	6%
HTT cytoprotect	x	2%	3%[10 µM]	-9%	x
GAA inh	8%	u	8%	-12%	2%
HttQ103 aggreg	x	23%	0%[9.22 µM]	1%[9.22 µM]	-5%
IMPase Li cell	5%	-4%	2%	2%[38.3 µM]	-1%
GoLoco inh red	1%	15%	2%	19%	0%

26: CCOC(=O)C1CN(S(=O)(=O)c2ccc(OC)cc2)c2cc(CC(=O)OC)ccc2O1 (stereo not drawn)
27: COc1ccc(/C=N/n2c(C)nc3c([nH]c4ccccc43)c2=O)cc1CN1CCCC(C)(C)C1
28: COc1ccc(-n2cc(C(=O)c3ccccc3O)cn2)cc1
29: CCN1CCc2c(sc(NC(=S)NC(=O)c3ccccc3)c2C#N)C1
30: Cc1nc(N)c(C#N)c(-c2ccccc2Cl)c1C

screen / no.	26	27	28	29	30
GAA spleen mod	2%	3%	-2%	-4%	-9%
GAA glycogen	-10%	9%	0%	u	-1%
HTT cytoprotect	-16%	11%[10 µM]	-120%[inhibitor]	-19%	16%
GAA inh	-11%	x	-2%	-11%	-2%
HttQ103 aggreg	0%	1%[9.22 µM]	-26%	7%	-9%[9.22 µM]
IMPase Li cell	-7%[38.3 µM]	x	2%	2%[38.3 µM]	-8%[38.3 µM]
GoLoco inh red	3%	9%	3%	17%	7%

31: O=c1ccc(-c2nc3cc(Cl)ccc3n2Cc2ccccc2)c[nH]1
32: O=c1onc(-c2ccc(Cl)cc2Cl)n1-c1cccnc1
33: Cc1cc2oc(C(=O)Nc3ccc(S(=O)(=O)Nc4onc(C)c4C)cc3)cc(=O)c2cc1Cl
34: O=C(CCN1CCc2ccccc2C1)Nc1ccc(F)cc1
35: CCCCN1c2cc(C)c(O)cc2C(C(=O)OCC)C1C (stereo not drawn)

screen / no.	31	32	33	34	35
GAA spleen mod	-20%	-12%	-6%	-3%	0%
GAA glycogen	15%	6%	4%	-6%	u
HTT cytoprotect	-51%	18%[10 µM]	-15%[10 µM]	0%	-15%[0.074 µM]
GAA inh	-5%	-2%[15.4 µM]	x	-1%	-3%
HttQ103 aggreg	u	-2%[9.22 µM]	-31%[9.22 µM]	11%	10%
IMPase Li cell	4%	x	x	-2%[38.3 µM]	20%[38.3 µM]
GoLoco inh red	3%	-3%	8%	4%	10%

36: Cc1nc2ccc(NC(=O)C3CCN(S(=O)(=O)c4cccs4)CC3)cc2s1
37: Cc1cccc(Nc2ccc(C(=O)N3CCOCC3)cn2)c1
38: N#CC1=C(O)C(c2ccccc2)n2c1nc(=O)c1ccccc12 (stereo not drawn)
39: Nc1ncnc(Nc2ccccn2)c1[N+](=O)[O-]
40: CSc1cccc(NC(=S)N2CCC(N(C)C3CCCC3)CC2)c1

screen / no.	36	37	38	39	40
GAA spleen mod	-1%	14%	2%	4%	7%
GAA glycogen	4%	4%	-21%	-13%	-2%
HTT cytoprotect	-19%	23%[10 µM]	-8%	u	-22%
GAA inh	-5%	-8%	7%	-2%	2%
HttQ103 aggreg	u	-7%[9.22 µM]	-8%	u	-4%
IMPase Li cell	19%[38.3 µM]	-6%	u	5%	15%
GoLoco inh red	4%	-86%	41%[activator]	0%	12%

41: COC(=O)Cc1csc(Nc2ccccc2)n1
42: COC(=O)c1ccccc1NC(=O)Cn1nc(C(F)(F)F)c2c1CCC2
43: Cc1ccc(C(=O)N[C@H](C(=O)OCC(=O)NC2CCS(=O)(=O)C2)C(C)C)cc1 (stereo partly drawn)
44: Cc1nc(CCNC(=O)Cc2ccc(F)cc2)cs1
45: C=CCOc1ccccc1CNc1ccc2c(c1)OCCO2

screen / no.	41	42	43	44	45
GAA spleen mod	4%	2%	-5%	6%	-2%
GAA glycogen	1%	-7%	13%	2%	-12%
HTT cytoprotect	16%[10 µM]	-5%	20%[1.9 µM]	-8%[10 µM]	-168%[inhibitor]
GAA inh	7%	-7%	-11%	-6%	6%
HttQ103 aggreg	10%	-12%	13%	-7%	14µM*
IMPase Li cell	-1%	13%[38.3 µM]	6%	31%[38.3 µM]	7%
GoLoco inh red	-4%	2%	-1%	18%	-1%

46: CCOc1ccc(N2C(=O)Nc3ccccc3C2(O)C(=O)NCc2ccc(C)cc2)cc1 (stereo not drawn)
47: O=C(c1cnccn1)N1CCc2c([nH]c3ccccc23)C1c1cccc(Cl)c1 (stereo not drawn)
48: COc1ccc2[nH]c(-c3ccc(F)cc3F)cc(=O)c2c1
49: CC(=O)Nc1ccc(OC(F)(F)Cl)cc1

screen / no.	46	47	48	49
GAA spleen mod	-1%	-4%	-2%[119 µM]	-3%
GAA glycogen	-7%	-1%	x	23%
HTT cytoprotect	-21%	3%[10 µM]	x	-26%
GAA inh	0%	-5%	x	-18%
HttQ103 aggreg	1%	5%[9.22 µM]	x	-9%[9.22 µM]
IMPase Li cell	0%	11%	-1%	1%
GoLoco inh red	-4%	4%	1%[88.7 µM]	-4%

Molecules above that have an NH in an aromatic ring:
7: C/C(=N\NC(=O)c1n[nH]c2c1CCC2)c1ccco1
10: Nc1nc(N2CCN(Cc3ccccc3)CC2)n[nH]1
16: C/C(=C\C=C\c1ccccc1)C(=O)c1c(C)cc(C)[nH]c1=O
27: COc1ccc(/C=N/n2c(C)nc3c([nH]c4ccccc43)c2=O)cc1CN1CCCC(C)(C)C1
31: O=c1ccc(-c2nc3cc(Cl)ccc3n2Cc2ccccc2)c[nH]1
47: O=C(c1cnccn1)N1CCc2c([nH]c3ccccc23)C1c1cccc(Cl)c1 (stereo not drawn)
48: COc1ccc2[nH]c(-c3ccc(F)cc3F)cc(=O)c2c1

screen / no.	7	10	16	27	31	47	48
GAA spleen mod	5%	-4%	-9%	3%	-20%	-4%	-2%[119 µM]
GAA glycogen	1%	5.6µM*	5%	9%	15%	-1%	x
HTT cytoprotect	-38%[10 µM]	-20%	6%	11%[10 µM]	-51%	3%[10 µM]	x
GAA inh	x	7%	u	x	-5%	-5%	x
HttQ103 aggreg	3%[9.22 µM]	-4%[9.22 µM]	-18%	1%[9.22 µM]	u	5%[9.22 µM]	x
IMPase Li cell	x	-4%	0%	x	4%	11%	-1%
GoLoco inh red	10%	9%	2%	9%	3%	4%	1%[88.7 µM]
